Tau fibril ThT: inhibitors of human tau fibril formation, thioflavin T binding; P10636; recombinant tau K18 P301L (four-repeat tau fragment), heparin-induced fibrillization, ThT fluorescence; Potency, µM (top dose mostly 57.4 µM), without a hit: top-dose activity, negative = inhibition, usual class: inhibitors; 2.1% of 270,000 active; note: % is set by controls: 0 for no effect and ±100 for the full control effect; nearly all actives have a fitted effect of over 55% in size
Target sequence (P10636 561-689 P618L limits assumed): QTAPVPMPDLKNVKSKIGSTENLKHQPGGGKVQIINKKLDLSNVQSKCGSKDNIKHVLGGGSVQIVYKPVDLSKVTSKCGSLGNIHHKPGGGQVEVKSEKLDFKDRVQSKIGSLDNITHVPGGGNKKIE
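Aggregation was driven by heparin (20 uM final) acting on recombinant tau […] bearing P301L in 100 mM sodium acetate pH 7; fibrils were detected with Thioflavin T.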
RECQ1 inh: RECQ1 (human) helicase inhibition; RECQ1 DNA unwinding, red fluorescence kinetic read; P46063; AID 2549; 0.54% of 240,000 active; Potency, µM (titrated, usually from 57.3 µM), inactives show at the top dose activity, negative = inhibition, most hits filed as inhibitors;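 note: plate controls were vehicle for no effect and no enzyme for full effect; nearly all actives have a fitted effect of over 30% in size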
Target sequence (P46063 whole entry, looked up): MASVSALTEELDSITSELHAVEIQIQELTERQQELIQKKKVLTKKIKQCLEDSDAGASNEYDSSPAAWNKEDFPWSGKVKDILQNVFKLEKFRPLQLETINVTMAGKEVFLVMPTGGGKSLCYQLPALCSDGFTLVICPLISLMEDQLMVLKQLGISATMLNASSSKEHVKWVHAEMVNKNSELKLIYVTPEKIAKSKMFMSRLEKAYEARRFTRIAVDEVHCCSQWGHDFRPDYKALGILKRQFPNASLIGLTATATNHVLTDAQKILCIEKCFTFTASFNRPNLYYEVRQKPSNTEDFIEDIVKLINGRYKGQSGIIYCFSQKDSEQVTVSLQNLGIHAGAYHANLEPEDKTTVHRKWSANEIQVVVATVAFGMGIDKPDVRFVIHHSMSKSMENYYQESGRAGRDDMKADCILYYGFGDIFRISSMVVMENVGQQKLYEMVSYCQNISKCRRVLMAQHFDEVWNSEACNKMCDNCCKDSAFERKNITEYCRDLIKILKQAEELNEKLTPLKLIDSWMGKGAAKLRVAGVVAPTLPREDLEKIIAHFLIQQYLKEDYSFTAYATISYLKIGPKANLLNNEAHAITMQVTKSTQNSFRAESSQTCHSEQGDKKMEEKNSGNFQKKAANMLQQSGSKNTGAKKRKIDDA
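50 nM RECQ1T1 preincubated 15 min with compound in Tris pH 8.0 buffer with MgCl2, DTT, Tween-20 and 2.5 ug/ml poly(dI-dC); started with 200 nM TAMRA/BHQ-2 forked duplex and 2 mM ATP. Unwinding read as fluorescence (525/598 nm), two reads 2 h apart.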
LMNA splice mod: changes lamin A minigene splicing in HeLa cells. HeLa LMNA splicing GFP/RFP minigene ratio, 48 h. Potency, µM (series often up to 46.1 µM), without a hit: at the top dose ratio change, negative = inhibition, most hits filed as inhibitors. 0.01% of 200,000 active; active = well fitted inhibition curve with a large enough effect in the signal ratio, with a control signal flat, not every such curve was filed as active; inconclusive = small, poorly fitted or top-dose-only effect, or effect the other way, or a change in a side signal; the % refers to the signal ratio; note: % is set by controls: 0 for no effect and ±100 for the full control effect
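S3 HeLa cells stably expressing lamin A-EGFP splicing minigene plus DsRed2, 600 cells/well, 48 h compound exposure at 37C. Laser-scanning cytometry; analysed as GFP (500-530 nm)/RFP (575-640 nm) total intensity ratio; 0.5% DMSO vehicle.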
L3MBTL1 block: L3MBTL1 (human) inhibition | Potency, µM (series often up to 57.1 µM), inactives show at the highest dose activity, negative = inhibition, usual class: inhibitors | 0.66% of 230,000 active | Q9Y468 | AlphaScreen L3MBTL1–H3K9me1 peptide binding; note: % is set by controls: 0 for no effect and ±100 for the full control effect; nearly all actives have a fitted effect of over 60% in size
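Displacement of a biotinylated histone H3(1-15) peptide monomethylated at Lys9 (75 nM) from L3MBTL1 (50 nM) was measured by AlphaScreen after a 30 min room-temperature compound incubation; cefsulodin titration served as intraplate control.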
KinaseGlo FLuc: blocks Kinase-Glo luciferase, a counter-screen artifact; Potency, µM (top dose mostly 38.3 µM), inactives show at the top dose activity change, negative = inhibition, hits mostly inhibitors; Kinase-Glo luciferase, ATP luminescence, 8 min; Q27757; 0.28% of 200,000 active; note: % is set by controls: 0 for no effect and ±100 for the full control effect; nearly all actives have a fitted effect of over 60% in size
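Kinase-Glo luciferase light output from ATP and luciferin was measured with 10 uM ATP, within the enzyme's linear range. Buffer: 50 mM imidazole pH 7.2, 50 mM KCl, 7 mM MgCl2, 0.01% Tween 20, 0.05% BSA; luminescence read after 8 min at ambient temperature.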
SMN2 splice enh: increases expression of the SMN2 splice variant; HEK293 SMN2-luciferase splicing reporter, luminescence, 30-36 h; Potency, µM (highest dose often 46.1 µM), inactives show top-dose activity change, positive = activation, most hits filed as activators; 2.8% of 210,000 active; AID 1458; note: % of control where 0% means no effect; nearly all actives have a fitted effect of over 55% in size
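HEK293 cells carry an SMN2 minigene-luciferase reporter in which exon 7 inclusion puts luciferase in frame. Cells were seeded at 2000 cells/well, attached for 10-12 hours, then exposed to compounds for 30-36 hours at 37C before ONE-Glo luminescence.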
ALDH1A1 block: ALDH1A1 (human) enzyme inhibition; Purified ALDH1A1, NADH fluorescence, propionaldehyde substrate; 7.3% of 220,000 active; AID 1030; Potency, µM (highest dose often 75.3 µM), inactives show at the highest dose activity, negative = inhibition, most hits filed as inhibitors; P00352; active = well fitted inhibition curve with a large enough effect, not every such curve was filed as active; inconclusive = small, poorly fitted or top-dose-only effect, or another doubt; inactive = no such curve, though single readings can be large or run the other way;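 note: plate controls were no enzyme wells and a reference inhibitor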
JMJD2E inh: blocks human JMJD2E demethylase activity; JMJD2E catalytic domain, FDH-coupled NADH fluorescence (FDH is formaldehyde dehydrogenase); Potency, µM (top dose mostly 57.1 µM), for the others: at the highest dose activity change, negative = inhibition, hits mostly inhibitors; 1.6% of 230,000 active; AID 2147; active = well fitted inhibition curve with a large enough effect, not every such curve was filed as active; inconclusive = small, poorly fitted or top-dose-only effect, or another doubt; inactive = no such curve, though single readings can be large or run the other way;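 note: 0% = wells with enzyme and -100% = buffer wells without enzyme; nearly all actives have a fitted effect of over 50% in size; many of its hits are not listed in these tables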
Numbers without * were called inactive; i = inactive; u = inconclusive; x = not tested or not shown; [ ] = remark or other dose. Unless noted, calls come from the whole dose curve; as a rule, active = well fitted curve in the direction sought with a large enough effect; inconclusive = small, poorly fitted or top-dose-only effect, or another doubt; inactive = no such curve, though single readings can be large; an effect the other way counts as inactive or inconclusive. Potency is the fitted concentration of half-maximal effect.

Sample of the layout:
SMILES | Tau fibril ThT | RECQ1 inh | LMNA splice mod | L3MBTL1 block | KinaseGlo FLuc | SMN2 splice enh | ALDH1A1 block | JMJD2E inh
CC(C)CCn1c2ccccc2c2cc(CC(N)=O)ccc21 | u | i | x | -3.0% | x | x | x | -6.8%
CCCCNC(=O)c1onc(CSc2ccccc2F)c1C(=O)O | -7.6% | u | -6.7% | 4.0% | 3.7% | -2.0% | 5.9% | 5.2%

The listing, from the start:
SMILES | Tau fibril ThT | RECQ1 inh | LMNA splice mod | L3MBTL1 block | KinaseGlo FLuc | SMN2 splice enh | ALDH1A1 block | JMJD2E inh
CC(C)CCn1c2ccccc2c2cc(CC(N)=O)ccc21 | u | i | x | -3.0% | x | x | x | -6.8%
CCCCNC(=O)c1onc(CSc2ccccc2F)c1C(=O)O | -7.6% | u | -6.7% | 4.0% | 3.7% | -2.0% | 5.9% | 5.2%
COC(=O)[C@H](CC(C)C)NC(=O)Nc1ccc2c(c1)OCCO2 | -4.8% | 7.5% | 1.6% | -1.4% | -0.3% | -4.5% | -7.0% | 0.0%
CCN(CCO)C(=O)C(c1ccccc1)c1ccccc1 | -10.8% | i | 3.3% | 0.1% | -2.4% | 7.0% | 4.7% | 10.5%
COc1cccc(C(=O)NNC(=O)Cc2cccs2)c1 | 3.1% | i | u | 4.8% | 0.6% | x | u | 9.2%
Cc1ccccc1OCC(=O)NNC=O | -2.3% | 1.7% | 3.4%[46 µM] | x | -0.4% | -7.5% | 7.1% | 7.7%
Oc1ccc(Nc2ncnc3scc(-c4ccccc4)c23)cc1 | 0.9% | -3.3% | u | 2.2% | -3.3% | -38.2%[inhibitor] | -4.9% | 9.4%
C=CCNC(=S)NCCCCC1NC(=S)N(CC=C)C1=O (configuration not stated) | -16.2% | -15.2% | -7.7% | 9.1% | 1.3% | -11.7% | -17.1% | 2.4%
CCN(CC)S(=O)(=O)c1ccc(Cl)c(NC(=O)COc2ccc3c(C)cc(=O)oc3c2)c1 | 0.0% | -1.0% | u | 4.7% | 0.2% | 16.3% | u | 2.0%
O=C(CCSc1nc(-c2ccco2)cc(C(F)(F)F)n1)N1CCCc2ccccc21 | u | i | -4.5% | u | 3.1% | -15.4% | 17.8µM* | -27.5%
Cc1cc(C)nc(N2CCN(c3nc(C)cc(C)n3)CC2)n1 | 0.3% | -1.3% | 6.7% | 3.0% | -3.8% | 8.2% | 5.4% | 1.6%
COCCN(C(=O)CCC(=O)Nc1cc(C)on1)C(C(=O)NC1CCCC1)c1ccccc1C (configuration not stated) | -13.4% | -3.8% | x | -9.7% | -2.4% | x | 7.3% | -12.8%
CC1CCC(C(C)C)C(OC(=O)CSc2nc(N)cc(=O)[nH]2)C1 (configuration not stated) | -11.4% | -2.8% | 9.5% | -0.4% | -0.8% | -27.6% | 4.47µM* | -2.6%
COc1ccc(NC(=O)c2sccc2-n2cccc2)cc1 | -6.2% | -15.3% | u | 2.3% | -4.3% | -9.8% | 8.6% | -1.9%
O=C(c1nn2c(C(F)(F)F)cc(-c3ccccc3)nc2c1Cl)N1CCOCC1 | -4.4% | -2.4% | -1.4% | 4.3% | x | x | 0.0% | -0.1%
CCN1C(=O)c2cccc3c(S(=O)(=O)Nc4c(C)n(C)n(-c5ccccc5)c4=O)ccc1c23 | -2.3% | -7.8% | 16.3% | -1.2% | 3.1% | -7.6% | 14.1µM* | 2.6%
COc1ccc(NC(=O)CSc2nnnn2-c2ccc(OC)cc2)cc1 | -9.4% | -10.1% | -0.6% | x | -4.5% | -3.0% | 7.2% | -1.9%
CCn1c(SCC(=O)N2CCc3ccccc32)nc2c(c1=O)SC(C)C2 (configuration not stated) | -5.3% | 2.0% | -5.4% | 1.5% | 1.3% | -8.5% | -0.8% | -2.4%
C=CCN(C(=O)Nc1ccc(Cl)cc1)C1CC(=O)N(c2ccc(OC)cc2)C1=O (configuration not stated) | -0.1% | i | -2.9% | 4.5% | 0.5% | -2.3% | -1.5% | 4.1%
Cc1cccc2cc(CN(CCCO)C(=O)Nc3ccc(Cl)cc3)c(=O)[nH]c12 | -5.7% | -4.9% | 1.9% | -1.1% | 1.7% | -11.3% | -15.7% | -9.0%
COc1cc(C(=O)Nc2cccc(-c3nncn3C)c2)cc(OC)c1OC | 8.8% | -11.1% | 4.0% | 8.4% | -2.6% | u | 11.9% | 8.0%
CSC1=C(C#N)C(C)C2=C(CC(C)(C)CC2=O)N1 (configuration not stated) | -7.4% | -2.0% | u | x | -3.2% | -13.0% | 1.7% | -8.6%
Cc1n[nH]c(=O)nc1NCCc1ccccc1 | -9.2% | -3.5% | 0.5% | x | -5.6% | -4.2% | -4.7% | 4.2%
O=[N+]([O-])c1ccc(/C=[N+](\[O-])CCO)o1 | -8.4% | 16.2% | x | -2.6% | x | x | 5.3% | -20.0%
CCCCC(=O)Nc1ccc(C(=O)N2CCCC(C(=O)OCC)C2)cc1 (configuration not stated) | -10.8% | 3.8% | -9.8% | -2.0% | -0.9% | -1.4% | u | -2.3%
COc1cccc(-n2nc(C(C)=O)c(=O)[nH]c2=O)c1 | -4.8% | 3.6% | -5.7%[9.22 µM] | u | -10.7% | -9.5% | 0.0% | 8.9%
CSc1nnc(CCNC(=O)OC(C)(C)C)o1 | -3.2% | -7.2% | x | -6.8% | x | x | x | 8.9%
Cc1ccc2cc(CN(Cc3cccs3)Cc3nnnn3C(C)(C)C)c3nnnn3c2c1 | -14.4% | 13.2% | 11.5% | x | -5.6% | 16.9% | u | 11.7%
O=C1/C(=C\c2ccc(Br)o2)Cc2ccccc21 | u | -0.3% | -3.0% | -9.1% | -1.4% | -24.8% | u | -21.6%
Cc1nnc2sc(-c3cccc(NC(=O)c4cccnc4)c3)nn12 | 4.5% | -17.7% | -7.1% | x | 5.4% | x | 6.2% | 1.4%
CCOc1ccc2nc(SCC(=O)NCc3ccc(OC)c(OC)c3)[nH]c2c1 | -12.0% | i | -10.9%[46 µM] | 1.1% | -0.1% | -0.3% | 0.3% | 4.0%
Clc1ccccc1C1=CC(c2ccco2)n2nnnc2N1 (configuration not stated) | -6.1% | i | x | -3.9% | x | x | 12.6µM* | -3.1%
O=C(CN1CCN(Cc2ccccc2)CC1)NCC1COc2ccccc2O1 (configuration not stated) | -2.5% | -0.2% | 2.6% | -11.9% | -0.5% | -11.4% | u | -2.5%
Cn1c(=O)[nH]c(=O)c2c1nc(OC(=O)c1ccccc1)n2CC(O)COc1ccccc1 (configuration not stated) | -8.6% | -1.9% | 4.9% | 5.0% | -1.7% | -12.1% | -2.1% | -1.3%
COc1cccc(NC(=O)NC2(C(F)(F)F)Oc3ccccc3O2)c1 | u | i | u | -8.0% | 1.9% | u | 35.5µM* | 5.1%
CCCCN(C)C(=O)C1CCN(Cc2ccccn2)CC1 | -7.7% | 1.6% | 5.0% | -7.6% | -1.9% | 2.9% | u | u
CCOC(=O)c1cc(-c2ccccc2)n(CCC(=O)N2CCN(c3ccc(OC)cc3)CC2)c1C | -9.9% | -10.2% | u | u | -3.4% | -28.1% | -5.9% | -4.9%
CCCOc1ccc(OCCCCNC(C)CC)cc1 (configuration not stated) | -13.4% | i | 18.7% | x | -1.5% | 1.8% | -7.9% | u
COc1ccc(/C=C/C(=O)c2ccc(OC)cc2OC)cc1 | u | -11.3% | x | -4.8% | x | x | -13.2% | -15.5%
CC(c1n[nH]c(=S)n1-c1ccccc1)N1CCCCC1 (configuration not stated) | -11.9% | -4.8% | 11.6%[46 µM] | -0.3% | 1.6% | 13.3% | -1.9% | 3.2%
COc1cc(NC(=O)C2C3C=CC(C3)C2C(=O)O)c(OC)cc1Cl (configuration not stated) | -6.6% | 2.4% | -9.3% | -6.9% | -1.6% | -15.8% | -3.9% | 1.0%
COc1ccc(C(=O)Nc2ccc3c(c2)Cc2ccccc2-3)cc1 | u | -4.4% | 3.3% | -5.0% | -1.1% | -18.2% | u | u
COc1cccc(C(=O)Nc2cccc(C(=O)NC3=NN(c4c(Cl)cc(Cl)cc4Cl)C(=O)C3)c2)c1 | u | 31.6µM* | -12.6% | u | -1.7% | 8.7% | -1.1% | -16.9%
CCCc1ccc(Oc2cn[nH]c2-c2ccc(O)c(C)c2O)cc1 | 25.1µM* | -11.1% | u | -11.2% | -2.2% | -1.7% | 4.9% | -2.9%
Cc1oc(-c2ccc3c(c2)OCCO3)cc1C(=O)NC(CCC(=O)O)C(=O)O (configuration not stated) | -17.9% | -9.4% | 7.9% | -9.7% | -1.8% | -11.3% | 7.94µM* | u
O=C(COC(=O)c1ccc(S(=O)(=O)N2CCOCC2)cc1)NC1CCCC1 | -5.9% | i | -1.3% | 3.2% | 11.5% | 0.2% | 4.1% | -2.2%
COC(=O)CN(C#N)c1nc(NC(C)C)nc(NC(C)C)n1 | 2.5% | 3.7% | x | 10.9% | -0.5% | 1.0% | 7.8% | 8.3%
O=S(=O)(Nc1ccccn1)c1ccc(Cl)cc1 | 0.0% | i | u | 3.8% | -0.7% | -6.3% | -7.8% | u
CCn1cc(C(=O)NCC2CCCO2)c(=O)c2cc(S(=O)(=O)N3CCCCCC3)ccc21 (configuration not stated) | -5.3% | -10.5% | 10.9% | -8.0% | -1.3% | -27.7% | 4.47µM* | 4.3%
Cc1cccc(C)c1N1CCN(c2n[nH]c(N)n2)CC1 | 0.1% | 0.5% | -7.8%[46 µM] | -13.4% | 0.6% | 5.2% | 5.4% | 3.5%
Cn1c2ccccc2n2c(=O)c(Cl)c(-c3ccccc3)c(C#N)c12 | -6.8% | 10.9% | -7.6% | 5.3% | 1.1% | 3.5% | u | u

Records above printed as active in RECQ1 inh.
| SMILES | Tau fibril ThT | RECQ1 inh | LMNA splice mod | L3MBTL1 block | ALDH1A1 block | JMJD2E inh |
| --- | --- | --- | --- | --- | --- | --- |
| COc1cccc(C(=O)Nc2cccc(C(=O)NC3=NN(c4c(Cl)cc(Cl)cc4Cl)C(=O)C3)c2)c1 | u | 31.6µM* | -12.6% | u | -1.1% | -16.9% |

From PubChem

The list is partial (hit frequency here may not be typical).
